C diff growth – C. difficile growth inhibitors, primary screen, HTS | growth activity, negative = inhibition, % at 16 µg/mL (by protocol) | Clostridium difficile clinical isolate growth, OD600, 24 h; stronger effect = lower value | 0.25% of 86,000 active;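 active means mean growth activity at or below -80% and every replicate also at or below -80%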;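 further: 0% = DMSO wells and -100% = levofloxacin 16 µg/mL wells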
GASC1 inh – inhibitors of GASC-1 (KDM4C) histone demethylase, primary screen, biochemical, single concentration HTS. GST-KDM4C 2-372, H3K9me3 peptide, LANCE TR-FRET. Lysine-specific demethylase 4C (Homo sapiens), Q9H3R0. 0.15% of 96,000 active. inhibition, % at 12.5 µM;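 active means mean replicate inhibition above about 25%, with at least 55% of replicates also reaching it, limit read from the data, passing the limit was not always enough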
Target sequence (Q9H3R0 2-372 limits assumed): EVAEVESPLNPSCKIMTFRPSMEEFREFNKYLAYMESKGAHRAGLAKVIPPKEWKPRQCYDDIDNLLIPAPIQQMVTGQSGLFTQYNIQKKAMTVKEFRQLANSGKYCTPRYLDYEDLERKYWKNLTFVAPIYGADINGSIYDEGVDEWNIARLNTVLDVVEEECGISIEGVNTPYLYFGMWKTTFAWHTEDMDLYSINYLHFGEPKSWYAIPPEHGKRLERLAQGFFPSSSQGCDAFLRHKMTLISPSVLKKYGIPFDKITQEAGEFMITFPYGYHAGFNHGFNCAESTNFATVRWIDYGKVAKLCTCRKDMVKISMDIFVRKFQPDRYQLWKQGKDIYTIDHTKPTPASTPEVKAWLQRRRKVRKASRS
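Material: GST-tagged GASC-1 (JMJD2C) catalytic fragment, aa 2-372 / Quantity: enzyme final amount 10 nM / Medium: HEPES buffer, pH 7.5, plus ascorbate / Doses: one test concentration per compound / Incubation: 30 min reaction, 60 min detection, RT / Measured by: LANCE TR-FRET / Read-out: inhibition from TR-FRET ratio decrease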
Tcruzi prolif – T. cruzi intracellular proliferation inhibitors, primary screen, cell-based, beta-gal Tulahuen parasites, NIH3T3 host, luminescence; T. cruzi beta-gal in NIH3T3, GalScreen luminescence, 90 h; inhibition, % at 8.34 µM; 5.9% of 77,000 active;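 active means mean inhibition above about 93%, with at least 55% of replicates each passing it, limit read from the data, passing the limit was not always enough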
Pf Dd2 growth – P. falciparum Dd2 growth inhibitors, primary screen, SYBR Green fluorescence, single dose replicates; 72 h; stronger effect = lower value; 2.3% of 94,000 active; AID 1159554, 2015; activity change, % at 10 µM; in the data active means activity change below about -80%
Numbers without * were called inactive; . = no result given; & = joins results of further samples.

SMILES	C diff growth	GASC1 inh	Tcruzi prolif	Pf Dd2 growth
C[C@@H]1CN([C@H](C)CO)C(=O)Cc2cc(NS(C)(=O)=O)ccc2O[C@@H]1CN(C)S(=O)(=O)c1cn(C)cn1	-10	0.1	-7	11
COCC#Cc1ccc([C@H]2[C@H]3CN(C(=O)COC)CCCCN3[C@H]2CO)cc1	5	-2.3	-3	19
COc1cccc(-c2cnc3c(c2)C(=O)N([C@H](C)CO)C[C@H](C)[C@H](CN(C)S(=O)(=O)c2ccc(F)cc2)O3)c1	-1	0.8	88	-31
C[C@H](NC(=O)C[C@H]1C=C[C@@H](NC(=O)Cc2ccccn2)[C@H](CO)O1)c1ccccc1	3	0.3	56	9
CN(C)C(=O)[C@H]1[C@H](CO)[C@H]2Cn3c(cccc3=O)[C@@H]1N2CC1CCCCC1	-3	-1.1	70	9
CC(C)CC#Cc1cnc2c(c1)C(=O)N([C@H](C)CO)C[C@@H](C)[C@H](CN(C)C(=O)c1cnccn1)O2	-6	-2.1	-11	8
CCCN1C[C@H](C)[C@@H](OC)CN(C)C(=O)c2ccc(NC(=O)Nc3c(C)noc3C)cc2OC[C@@H]1C	-3	0.7	-7	-74
Cc1ccc(S(=O)(=O)Nc2ccc3c(c2)CC(=O)N([C@H](C)CO)C[C@H](C)[C@@H](CN(C)Cc2ccc(C(F)(F)F)cc2)O3)cc1	.	3.4	8	-44
CC(C)NC(=O)Nc1ccc2c(c1)CC(=O)N([C@@H](C)CO)C[C@@H](C)[C@@H](CN(C)Cc1ccncc1)O2	2	-0.2	.	6
O=C(NC1CCCC1)N1CCCCN2[C@@H](CO)[C@H](c3ccc(-c4ccccc4)cc3)[C@@H]2C1	2	-1.2	113*	1
COc1ccc(NC(=O)Nc2cccc3c2O[C@H](CN(C)Cc2ccncc2)[C@@H](C)CN([C@H](C)CO)C3=O)cc1	-2	0.5	.	19
CO[C@H](CN(C)C(=O)c1ccccc1F)[C@H](C)CN([C@H](C)CO)S(=O)(=O)c1ccc(Cl)cc1	.	-0.7	-43	12
C[C@@H]1CN([C@H](C)CO)C(=O)c2cc(NC(=O)CCN3CCOCC3)ccc2O[C@H]1CN(C)Cc1ccc(Cl)c(Cl)c1	2	0.2	-34	-15
C[C@H]1CN([C@@H](C)CO)C(=O)Cc2cc(NS(=O)(=O)c3cccs3)ccc2O[C@@H]1CN(C)C	0	-0.3	42	14
C[C@@H]1CCCCO[C@@H](CN(C)C(=O)Cc2ccccc2)[C@H](C)CN([C@@H](C)CO)C(=O)c2cc(NC(=O)c3ccccc3)ccc2O1	-2	2.1	85	-43
CN(C)C(=O)C[C@H]1C=C[C@H](NS(=O)(=O)c2ccccc2)[C@H](CO)O1	.	-2.1	-41	29
O=C(C[C@@H]1CC[C@H]2[C@@H](COC[C@@H](O)CN2C(=O)Nc2ccc(Cl)c(Cl)c2)O1)NCc1ccc(Cl)c(Cl)c1	.	0.1	86	-3
CC(C)NC(=O)N1C[C@H]2[C@@H](c3ccccc31)[C@H](CO)N2C(=O)c1cccnc1	6	-0.6	32	4
C[C@@H]1CN([C@H](C)CO)S(=O)(=O)c2ccc(C3=CCCCC3)cc2O[C@@H]1CN(C)C(=O)Cc1ccncc1	-1	-1.0	94	-69
CC(C)NC(=O)Nc1cccc2c1O[C@H](CN(C)C)[C@@H](C)CN([C@@H](C)CO)C2=O	10	-1.6	1	-1
COc1ccc(S(=O)(=O)N[C@H]2C=C[C@H](CC(=O)O)O[C@@H]2CO)cc1	-3	2.5	-13	0
CC(C)C#Cc1ccc([C@H]2[C@H](CO)N3C(=O)CN(C(=O)NC4CCCCC4)C[C@@H]23)cc1	-29	0.0	.	8
C[C@@H]1CN([C@H](C)CO)C(=O)c2cc(NC(=O)Nc3ccc4c(c3)OCO4)ccc2O[C@@H]1CN(C)Cc1ccc2c(c1)OCO2	10	-2.1	-12	36
COCC(=O)Nc1ccc2c(c1)OC[C@@H](C)N(C(=O)CC1CC1)C[C@H](C)[C@@H](OC)CN(C)C2=O	-1	-0.4	-20	31
C[C@@H]1CN([C@@H](C)CO)C(=O)c2cc(N(C)C)ccc2O[C@@H](C)CCCCO[C@H]1CN(C)S(=O)(=O)c1cccs1	-4	0.6	40	-51

A portion from the list above:
SMILES	C diff growth	GASC1 inh	Tcruzi prolif	Pf Dd2 growth
C[C@@H]1CN([C@H](C)CO)C(=O)Cc2cc(NS(C)(=O)=O)ccc2O[C@@H]1CN(C)S(=O)(=O)c1cn(C)cn1	-10	0.1	-7	11
COCC#Cc1ccc([C@H]2[C@H]3CN(C(=O)COC)CCCCN3[C@H]2CO)cc1	5	-2.3	-3	19
COc1cccc(-c2cnc3c(c2)C(=O)N([C@H](C)CO)C[C@H](C)[C@H](CN(C)S(=O)(=O)c2ccc(F)cc2)O3)c1	-1	0.8	88	-31
C[C@H](NC(=O)C[C@H]1C=C[C@@H](NC(=O)Cc2ccccn2)[C@H](CO)O1)c1ccccc1	3	0.3	56	9
CN(C)C(=O)[C@H]1[C@H](CO)[C@H]2Cn3c(cccc3=O)[C@@H]1N2CC1CCCCC1	-3	-1.1	70	9
CC(C)CC#Cc1cnc2c(c1)C(=O)N([C@H](C)CO)C[C@@H](C)[C@H](CN(C)C(=O)c1cnccn1)O2	-6	-2.1	-11	8
CCCN1C[C@H](C)[C@@H](OC)CN(C)C(=O)c2ccc(NC(=O)Nc3c(C)noc3C)cc2OC[C@@H]1C	-3	0.7	-7	-74
Cc1ccc(S(=O)(=O)Nc2ccc3c(c2)CC(=O)N([C@H](C)CO)C[C@H](C)[C@@H](CN(C)Cc2ccc(C(F)(F)F)cc2)O3)cc1	.	3.4	8	-44
CC(C)NC(=O)Nc1ccc2c(c1)CC(=O)N([C@@H](C)CO)C[C@@H](C)[C@@H](CN(C)Cc1ccncc1)O2	2	-0.2	.	6
O=C(NC1CCCC1)N1CCCCN2[C@@H](CO)[C@H](c3ccc(-c4ccccc4)cc3)[C@@H]2C1	2	-1.2	113*	1
COc1ccc(NC(=O)Nc2cccc3c2O[C@H](CN(C)Cc2ccncc2)[C@@H](C)CN([C@H](C)CO)C3=O)cc1	-2	0.5	.	19

Continuation:
SMILES	C diff growth	GASC1 inh	Tcruzi prolif	Pf Dd2 growth
O=C(Nc1cc(F)ccc1F)N1C[C@@H]2[C@H](c3ccccc31)[C@@H](CO)N2CC1CCCC1	18	-2.1	-9	-33
COc1ccc(S(=O)(=O)N(C)C[C@@H]2Oc3ccc(NC(=O)CCC(F)(F)F)cc3C(=O)N([C@@H](C)CO)C[C@H]2C)cc1	-1	0.6	.	-7
Cc1ccccc1-c1ccc([C@@H]2[C@@H](CO)N3CCCCN(C(=O)Nc4cccc(F)c4)C[C@H]23)cc1	37	-3.1	92	-34
C[C@H](CO)N1C[C@H](C)[C@H](CN(C)C(=O)Cc2ccncc2)Oc2ncc(C3=CCCCC3)cc2C1=O	-9	-0.5	.	-12
CO[C@@H]1CN(C)C(=O)c2cc(NS(C)(=O)=O)ccc2OC[C@H](C)N(CCC(F)(F)F)C[C@H]1C	.	-0.8	-42	25
CCCc1cn(CC[C@H]2CC[C@@H](NC(=O)CCN3CCCCC3)[C@@H](CO)O2)nn1	-3	2.5	.	6
C/C=C/c1cnc2c(c1)C(=O)N([C@H](C)CO)C[C@@H](C)[C@@H](CN(C)Cc1ccccc1F)O2	.	-4.0	.	16
COc1cccc(C#Cc2cnc3c(c2)C(=O)N([C@@H](C)CO)C[C@@H](C)[C@@H](CN(C)C(=O)C2CC2)O3)c1	.	-0.1	43	-45
COCC(=O)N(C)C[C@H]1Oc2ncc(C#C[C@H](C)O)cc2C(=O)N([C@@H](C)CO)C[C@H]1C	-5&-1	1.5	-9&3	.
COc1ccccc1NC(=O)N(C)C[C@@H]1Oc2ncc(C#CCC(C)C)cc2C(=O)N([C@H](C)CO)C[C@@H]1C	5	-3.2	74	-10
COc1ccc(NC(=O)Nc2cccc3c2O[C@@H](CN(C)C(=O)NC2CCCCC2)[C@H](C)CN([C@@H](C)CO)C3=O)cc1	-6	-1.6	-6	-5
CC(=O)N(C)C[C@H]1Oc2cc(C#Cc3cccnc3)ccc2S(=O)(=O)N([C@H](C)CO)C[C@H]1C	1	-1.2	0	4
C[C@H]1CN([C@@H](C)CO)C(=O)c2cccc(NC(=O)c3ccncc3)c2O[C@@H]1CN(C)Cc1ccc(C(F)(F)F)cc1	14	0.2	71	-11
Cc1ccc(S(=O)(=O)Nc2ccc3c(c2)CC(=O)N([C@@H](C)CO)C[C@H](C)[C@@H](CN(C)S(C)(=O)=O)O3)cc1	1	0.8	9	18
O=C(C[C@H]1C[C@@H]2c3cc(NC(=O)Nc4ccc(C(F)(F)F)cc4)ccc3O[C@@H]2[C@@H](CO)O1)NCc1ccc(Cl)cc1	.	0.0	-14	-54
CCC(=O)NC[C@H]1[C@@H](c2ccc(-c3ccc(C#N)cc3)cc2)[C@@H](CO)N1CCC(F)(F)F	0	1.0	.	-31
CCCC#Cc1cnc2c(c1)C(=O)N([C@H](C)CO)C[C@@H](C)[C@@H](CN(C)S(C)(=O)=O)O2	7	0.0	38	41
C[C@@H]1CN([C@@H](C)CO)C(=O)c2cc(C#Cc3ccccc3F)cnc2O[C@H]1CN(C)C(=O)C1CC1	.	0.3	26	-3
CO[C@@H]1CN(C)C(=O)c2cc(NC(=O)NC3CCCCC3)ccc2OC[C@H](C)N(C)C[C@@H]1C	-1	-0.5	-42	22
Cc1ccc(S(=O)(=O)N(C)C[C@H]2OCCCC[C@H](C)Oc3ccc(NC(=O)Nc4cccc5ccccc45)cc3C(=O)N([C@H](C)CO)C[C@@H]2C)cc1	1	-0.1	.	-9
Cc1noc(C)c1S(=O)(=O)N(C)C[C@@H]1Oc2ccc(NC(=O)Nc3ccc(C(F)(F)F)cc3)cc2CC(=O)N([C@@H](C)CO)C[C@@H]1C	-8	2.7	34	-32
O=S(=O)(c1cccs1)N1CCCCN2[C@H](CO)[C@H](c3ccc(Br)cc3)[C@@H]2C1	56	-1.5	114*	4
O=C(C[C@@H]1CC[C@@H]2[C@H](COC[C@@H](O)CN2Cc2ccc(Oc3ccccc3)cc2)O1)N1CCCCC1	1	16	45	-13
COc1ccc(S(=O)(=O)Nc2ccc3c(c2)C(=O)N([C@H](C)CO)C[C@H](C)[C@@H](CN(C)S(=O)(=O)c2cccs2)OCCCC[C@@H](C)O3)cc1	-10	-0.2	36	-16
COc1ccc(NC(=O)Nc2ccc3c(c2)C(=O)N(C)C[C@H](OC)[C@H](C)CN[C@H](C)CO3)cc1	-1	1.1	-20	7
COc1ccc2c3c([nH]c2c1)[C@@H](CO)N(Cc1ccccn1)CC31CN(C(=O)CC2CC2)C1	-6	.	.	-14
C[C@H](CO)N1C[C@H](C)[C@@H](CN(C)C(=O)Nc2cccc3ccccc23)OCCCC[C@H](C)Oc2ccc(NC(=O)c3ccncc3)cc2C1=O	1	1.9	53	-73
COc1ccc(NC(=O)Nc2ccc3c(c2)C(=O)N([C@H](C)CO)C[C@@H](C)[C@H](CN(C)Cc2ccncc2)O3)cc1	1	2.2	-32	16
CC(C)C(=O)Nc1ccc2c(c1)C(=O)N(C)[C@H]1CC[C@H](CC(=O)O)O[C@H]1CO2	-5	-0.8	4	-11

2 compounds drawn at random from those above, as already listed:
SMILES	C diff growth	GASC1 inh	Tcruzi prolif	Pf Dd2 growth
COc1cccc(C#Cc2cnc3c(c2)C(=O)N([C@@H](C)CO)C[C@@H](C)[C@@H](CN(C)C(=O)C2CC2)O3)c1	.	-0.1	43	-45
COc1ccccc1NC(=O)N(C)C[C@@H]1Oc2ncc(C#CCC(C)C)cc2C(=O)N([C@H](C)CO)C[C@@H]1C	5	-3.2	74	-10

Bioassay records: PubChem, Broad Institute
